PDI inh: inhibitors of human PDI, primary screen, biochemical, turbidity, single point, plate reader | hit rate 0.052% among 350,000 | PDI insulin aggregation turbidity, A650, 90 min | inhibition, % at 10 µM | Protein disulfide-isomerase (Homo sapiens), P07237;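 active = mean inhibition across replicates of 30% or more, whatever share of single replicates reach that level; inconclusive = mean inhibition below 30% while every single replicate reaches 30%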;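 also: absorbance from insulin aggregation driven by PDI reduction with DTT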
CaV13 FRET inh: Disruptors of the CACNA1D IQ motif to Ca2+-dependent inactivation inhibitor domain association, primary screening, Förster resonance energy transfer in intact living … | HEK cells, CFP/YFP FRET ICDI-IQ, plate reader, 10 min; percent FRET-ratio fall versus neutral wells | hit rate 0.098% among 340,000 | inhibition, % at 12.3 µM;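 active = mean replicate inhibition of at least 30% and at least 1% of replicates passing that level; inconclusive = only one of the two criteria is met; inactive = neither criterion is met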;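 also: 0% = median of the neutral control wells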
m5-HT2A agonist: mouse Htr2a agonists via beta-arrestin recruitment, primary screen, cell-based, luminescence. activation, % at 7.6 µM. 5-hydroxytryptamine receptor 2A (Mus musculus), P35363. CHO-K1 mHTR2A beta-arrestin complementation; percent of 30 µM serotonin response. hit rate 0.66% among 360,000;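 active = activation above a run cutoff, the mean activation of all tested compounds plus 3 SD, cut at about 14% in these data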;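 also: 0% = plate median of compound wells and 100% = 30 µM serotonin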
MC4R antag cAMP: MC4R antagonists of cAMP signaling, primary screen, cell-based, TR-FRET, antagonist arm of biased-ligand search | MC4R-expressing cells, MTII-stimulated cAMP, LANCE TR-FRET | Melanocortin receptor 4 (Homo sapiens), P32245 | inhibition, % at 6.5 µM | hit rate 0.48% among 360,000;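 active = inhibition above its plate's cutoff, the mean of tested wells on that plate plus 3 SD, cut at about 29% in these data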;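 also: 0% = Melanotan II alone and 100% = Melanotan II plus saturating MCL0020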
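Assay system: U2OS cells stably expressing human melanocortin 4 receptor (MC4R) / Dosing: 6.5 µM / Timing: compound 30 min, challenge 1 h, detection 1 h / Measured by: Eu-cAMP/anti-cAMP TR-FRET, emission 671 nm / Replicates: singlicate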
ABHD5 PLIN5 PPI: ABHD5-PLIN5 interaction inhibitors, primary screen, cell lysate, split luciferase complementation, luminescence; Split G. princeps luciferase complementation, 4 h; inhibition, % at 4 µM; hit rate 0.78% among 360,000; AID 602281, 2012;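 active = inhibition above the mean inhibition across every tested compound plus 3 SD, cut at about 22% in these data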;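 also: 0% = DMSO only wells and the 100% control is not disclosed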
Glyco luc inh: increase of ERlucT glycosylation luciferase signal, primary screen, N-linked glycosylation inhibitor project, D54 ERlucT cells, luminescence, set 2; hit rate 0.23% among 360,000; AID 588692, 2011; reporter increase, % at 12.5 µM; D54 ERlucT glycosylation luciferase reporter, 24 h; percent of 100 nM tunicamycin response;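 active = mean luciferase reporter signal, scaled so untreated is 0 and the glycosylation-blocking control 100, at or above a set limit in every replicate; inconclusive = mean reaches the limit but not every replicate does; inactive = mean below the limit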;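 also: luciferase carries N-glycosylation sites so blocking glycosylation raises the light; 0% = median of neutral control wells and 100% = median of 100 nM tunicamycin wells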
Exocytosis inh: LAMP-1 surface exposure blockers, TALL-104 cells – cell-based, flow cytometry, MLPCN library, primary screen; TALL-104 LAMP-1 surface exposure; cells stimulated with thapsigargin and PMA; inhibition, % at 10 µM; hit rate 0.66% among 360,000; AID 651702, 2012;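 active = inhibition above about 55%, limit read from the data; inconclusive = no clear call, values can overlap the other calls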
H9c2 protect: cardioprotection against H2O2-induced cell death, primary screen, uHTS, H9c2 cells, ATPLite luminescence | H9c2 cardiomyocytes, H2O2 injury protection, 2 h | protection from H2O2 cell death, % at 20 µM | hit rate 0.63% among 360,000 | AID 588492, 2011;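 active = compounds giving at least 50% protection of heart cells from peroxide-induced death in the single-dose screen, raw or plate-pattern-corrected value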;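 also: 0% = DMSO wells with peroxide and 100% = DMSO wells without peroxide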
MC4R barr agon: MC4R agonists recruiting beta-arrestin, primary screen, cell-based, luminescence, agonist arm of biased-ligand search; U2OS MC4R beta-arrestin complementation; percent of melanotan II response, DMSO zero; activation, % at 8.9 µM; hit rate 0.98% among 360,000;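 active = activation above a per-plate cutoff, the mean activation of sample wells on that plate plus 3 SD, cut at about 8% in these data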
ABCB6 inh MLPCN: ABCB6 transporter inhibitors, primary screen, K562-ABCB6 cells, flow cytometry, MLPCN library. ATP-binding cassette sub-family B member 6 (Homo sapiens), Q9NP58. K562-ABCB6 porphyrin accumulation, 1 h; stronger effect = lower value. fluorescence ratio to DMSO, % at 10 µM. hit rate 0.19% among 360,000. AID 602162, 2011;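 active = fluorescence ratio to DMSO below 75%, the collection mean minus 3 SD; inconclusive = too few cells collected in the well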;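 also: signal is porphyrin accumulated inside mitochondria; 100% equals median channel fluorescence of DMSO control wells; lower ratio means ABCB6 inhibition with less porphyrin fluorescence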
Target sequence (Q9NP58 whole entry, looked up): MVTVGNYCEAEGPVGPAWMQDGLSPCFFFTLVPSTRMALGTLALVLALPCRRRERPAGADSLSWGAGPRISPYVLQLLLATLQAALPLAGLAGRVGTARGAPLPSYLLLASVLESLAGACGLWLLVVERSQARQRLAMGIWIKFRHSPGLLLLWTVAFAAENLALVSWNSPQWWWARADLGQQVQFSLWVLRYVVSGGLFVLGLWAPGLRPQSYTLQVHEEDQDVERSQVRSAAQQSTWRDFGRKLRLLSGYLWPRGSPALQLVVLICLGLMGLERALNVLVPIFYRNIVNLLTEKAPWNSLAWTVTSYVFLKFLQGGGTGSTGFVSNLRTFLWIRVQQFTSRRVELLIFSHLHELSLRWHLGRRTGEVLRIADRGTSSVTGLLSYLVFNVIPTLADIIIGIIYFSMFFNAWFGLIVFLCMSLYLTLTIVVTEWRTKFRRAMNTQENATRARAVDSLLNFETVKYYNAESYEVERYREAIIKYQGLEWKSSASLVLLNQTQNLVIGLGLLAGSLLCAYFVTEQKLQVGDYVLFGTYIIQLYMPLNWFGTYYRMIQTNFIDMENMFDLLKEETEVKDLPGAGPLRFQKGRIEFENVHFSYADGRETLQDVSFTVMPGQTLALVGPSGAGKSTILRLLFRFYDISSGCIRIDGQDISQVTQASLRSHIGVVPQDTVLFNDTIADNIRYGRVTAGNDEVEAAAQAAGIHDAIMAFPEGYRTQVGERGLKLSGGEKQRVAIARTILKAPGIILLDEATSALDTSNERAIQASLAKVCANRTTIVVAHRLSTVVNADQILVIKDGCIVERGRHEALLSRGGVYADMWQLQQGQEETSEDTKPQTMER
An asterisk follows results filed as active; ? = inconclusive; / = no result given.

SMILES | PDI inh | CaV13 FRET inh | m5-HT2A agonist | MC4R antag cAMP | ABHD5 PLIN5 PPI | Glyco luc inh | Exocytosis inh | H9c2 protect | MC4R barr agon | ABCB6 inh MLPCN
CCOc1ccc(-c2nnc(SCC(=O)N3CCNC3=O)o2)cc1 | -12 | -2 | -4 | 7 | -8 | -13 | 0 | -3 | -0.8 | 96
CCNC(=S)NNC(=O)c1cc(-c2cccc(C)c2)nc2ccccc12 | 15 | -7 | -1 | 3 | -4 | -5 | 0 | -14 | -1.6 | 93
COC(=O)c1cc(Cl)c(NC(=O)/C=C/c2ccc(OC)cc2)cc1OC | -11 | -19 | -1 | -4 | -2 | 7 | 8 | 1 | 1.5 | 101
CCOC(=O)C1CCCN(C(=O)CCc2nnc(-c3ccc(C(C)=O)s3)o2)C1 (centres undefined) | 0 | -7 | 1 | 11 | 4 | -2 | -8 | -1 | -0.2 | 95
O=S(=O)(NCc1ccccc1)c1ccc(Cl)c(S(=O)(=O)NCc2ccccc2)c1 | 11 | -10 | -7 | 0 | -7 | -3 | 0 | -5 | -0.7 | 95
Cc1occc1C(=O)NC(C)C(C)(C)C (centres undefined) | 1 | -8 | -1 | -9 | 7 | 2 | 3 | 8 | 1.7 | 100
Fc1ccc(N2CCN(Cc3cnc(Cl)s3)CC2)cc1 | 2 | -1 | -1 | 6 | -12 | 0 | 0 | -2 | 1.7 | 101
COc1ccc(/C=N/n2c(C3CCCCC3)n[nH]c2=S)c(OC)c1 | 1 | -18 | -5 | 12 | 6 | -1 | 12 | -5 | 7.4 | 95
CC(NC(=O)CCNC(=O)c1ccc(C(C)(C)C)cc1)c1ccccc1 (centres undefined) | 4 | -5 | -4 | 14 | -5 | -1 | 3 | -2 | -1.8 | 92
Cc1ccc(C(=O)ON=C2CCN(S(=O)(=O)c3ccccc3)CC2)cc1 | -3 | -4 | 2 | 6 | 4 | -1 | 2 | -3 | -0.2 | 98
OCCNCCSc1ccc(Cl)cc1 | -2 | -3 | 1 | 10 | 1 | 0 | -3 | 5 | -0.5 | 88
CC1(C)Cc2c(C#N)c(SCCO)nc(N3CCOCC3)c2CO1 | 7 | -5 | 6 | 5 | -7 | 3 | -1 | 5 | -2.1 | 98
O=C(Cn1cccc1C(=O)c1ccccc1)NCc1ccco1 | -3 | -7 | -4 | 7 | 1 | -1 | -2 | 2 | -0.5 | 98
COc1cc(/C=N/NC(=O)CSc2ccccn2)ccc1OC(C)C | 4 | -21 | 1 | -1 | -2 | -1 | -12 | -7 | -2.0 | 104
COc1ccc(CC(=O)OCC(=O)NCc2ccccc2Cl)cc1OC | -2 | -3 | 6 | -3 | 0 | 0 | 0 | -1 | -0.3 | 99
COC(=O)c1cc(NC(=O)c2c(Cl)cnn2C)cc(C(=O)OC)c1 | -4 | -5 | 7 | 2 | 11 | -1 | -2 | 8 | 1.5 | 97
COc1cccc(N2CCN(C(=O)CCS(=O)(=O)c3ccc4c(c3)oc(=O)n4C)CC2)c1 | -8 | -2 | 3 | -1 | 6 | 2 | -1 | -1 | -2.5 | 98
Cc1cccc(NC(=O)c2ccc([N+](=O)[O-])cc2Cl)n1 | -2 | -6 | 3 | 25 | 5 | 1 | -4 | 0 | 0.3 | 98
O=C(Cc1ccccc1)N/N=C/c1cccnc1 | 2 | -4 | -6 | -3 | 0 | 2 | 7 | 1 | -2.0 | 92
CCN1CCN(c2cc(C)c3cc(NC(=O)c4ccncc4)ccc3n2)CC1 | 10 | -5 | -8 | 3 | 4 | -3 | -5 | 19 | 0.5 | 100
CN(CC(=O)Nc1ccccc1Cl)C(=O)c1ccccc1Sc1ccccc1C#N | 12 | -5 | -1 | 11 | 1 | -4 | 4 | 2 | 2.1 | 96
Cc1nc2c(C(=O)NCc3ccc(F)cc3)c[nH]n2c(=O)c1Cl | 1 | -6 | 1 | 7 | 0 | 2 | 0 | 1 | -2.1 | 100
Cc1ccc(NC(=O)COC(=O)Cn2cnc3c2c(=O)n(C)c(=O)n3C)cc1 | -2 | -5 | 1 | 4 | 12 | 3 | -2 | 8 | -2.1 | 94
Cc1ccc(C(=O)CSc2nnc3c4ccccc4nc(Cc4ccccc4)n23)cc1 | -6 | -5 | 2 | -3 | -7 | 0 | -1 | -6 | -0.1 | 98
O=C(CCC(=O)N1CCOc2ccccc21)NCCN1CCOCC1 | / | -4 | 0 | 5 | 12 | 1 | 2 | 11 | 0.1 | 102

(next part)
SMILES | PDI inh | CaV13 FRET inh | m5-HT2A agonist | MC4R antag cAMP | ABHD5 PLIN5 PPI | Glyco luc inh | Exocytosis inh | H9c2 protect | MC4R barr agon | ABCB6 inh MLPCN
COc1ccc(O)c(/C=C2/SC(=S)N(Cc3ccccc3)C2=O)c1 | 7 | -3 | 4 | -4 | -22 | 2 | 38 | 4 | -0.1 | 212
O=C(NC1CC1)C1=C[C@H](c2csc3ccccc23)C[C@H](OCCCCO)O1 | 11 | -5 | -2 | -2 | 2 | -1 | -3 | -2 | -0.9 | 93
Cc1cn(CC(=O)NCCCN2CCCC2=O)c(=O)[nH]c1=O | -5 | -7 | 3 | -2 | 21 | 2 | -4 | 8 | 2.4 | 96
CC(NC(=O)COC(=O)COc1ccc(C(=O)c2ccccc2)cc1)c1ccccc1 (centres undefined) | 2 | -2 | -3 | 16 | 1 | 2 | -4 | -1 | 2.0 | 105
Cn1nnnc1SCCNCc1cccnc1 | 5 | -9 | 1 | 5 | -2 | 0 | -2 | 6 | 1.7 | 100
Nc1cc(C(=O)O)ccc1Sc1ccccc1C(=O)O | -8 | 0 | 1 | -1 | -9 | 4 | -1 | 7 | -0.9 | 92
CN1C(=O)C2C=CC1C1C(=O)N(c3ccccc3)C(=O)C21 (centres undefined) | 0 | -6 | -2 | 18 | -5 | -6 | 2 | -1 | -1.1 | 95
COc1ccc(N2CCN(C(=O)CN3CCN(C(c4ccccc4)c4ccccc4)CC3)CC2)cc1 | -1 | -5 | -7 | 5 | 4 | 1 | 1 | -5 | -2.2 | 96
O=C(NCCCNC(=O)c1ccccn1)c1cccc(F)c1 | 4 | -3 | 7 | 2 | 8 | -1 | 0 | -1 | 1.1 | 97
COC(=O)C1CCN(c2ccc([N+](=O)[O-])cc2[N+](=O)[O-])CC1 | -2 | 4 | 1 | 3 | -1 | 0 | -2 | -16 | -2.8 | 97
Cc1c(Cl)c(C(F)(F)F)nn1CC(=O)NN | -1 | -16 | 7 | 14 | -1 | -1 | -1 | -7 | 5.2 | 95
CCC(=NCc1ccc(Cl)c(Cl)c1)c1nc(-c2ccco2)oc1O | 18 | 7 | 3 | 12 | -1 | 0 | -4 | -3 | -0.4 | 97
Cc1cccc(C(=O)OCC(=O)c2ccc3c(c2)NC(=O)CO3)c1 | -2 | -11 | -4 | -3 | 1 | 3 | -20 | -2 | 0.1 | 94
NC(=O)C1CCN(c2ncc(C(F)(F)F)cc2Cl)CC1 | 0 | -5 | 0 | 13 | 0 | 2 | 0 | 3 | 0.9 | 99
Cc1ccc(S(=O)(=O)N2C[C@H]3C(=O)C[C@@H](c4ccc(Cl)cc4)N(S(=O)(=O)c4ccc(C)cc4)[C@H]3C[C@H]2c2ccccc2)cc1 | / | -5 | -2 | / | 0 | -7 | -3 | -1 | / | 98
O=C(CN(C(=O)CNS(=O)(=O)c1ccccc1)C1CCCC1)NCC1CCCO1 (centres undefined) | -13 | -7 | 3 | 6 | 1 | 1 | -2 | 0 | -0.5 | 100
O=C(NCc1ccccc1F)C1CCN(S(=O)(=O)c2ccccc2)CC1 | -48 | -7 | 7 | 3 | 4 | -2 | -5 | 2 | -0.3 | 95
OCC12COC(c3ccccc3)N1C(c1ccccc1)OC2 (centres undefined) | 19 | -5 | 7 | 2 | 1 | -1 | -1 | -2 | -0.2 | 107
[O-]C1=N[N+](=C(c2ccccc2)c2ccccc2)C1 | -12 | -5 | 2 | 1 | -18 | 1 | -6 | 6 | -0.3 | 96
CCC(C)(C)NC(=O)C(c1ccc(F)cc1)N(Cc1ccco1)C(=O)CCC(=O)Nc1ccccn1 (centres undefined) | 0 | -5 | 0 | -2 | 9 | -1 | ? | 6 | 2.7 | 88

Compounds above with an aryl methoxy group, in the order listed:
SMILES | PDI inh | CaV13 FRET inh | m5-HT2A agonist | MC4R antag cAMP | ABHD5 PLIN5 PPI | Glyco luc inh | Exocytosis inh | H9c2 protect | MC4R barr agon | ABCB6 inh MLPCN
COC(=O)c1cc(Cl)c(NC(=O)/C=C/c2ccc(OC)cc2)cc1OC | -11 | -19 | -1 | -4 | -2 | 7 | 8 | 1 | 1.5 | 101
COc1ccc(/C=N/n2c(C3CCCCC3)n[nH]c2=S)c(OC)c1 | 1 | -18 | -5 | 12 | 6 | -1 | 12 | -5 | 7.4 | 95
COc1cc(/C=N/NC(=O)CSc2ccccn2)ccc1OC(C)C | 4 | -21 | 1 | -1 | -2 | -1 | -12 | -7 | -2.0 | 104
COc1ccc(CC(=O)OCC(=O)NCc2ccccc2Cl)cc1OC | -2 | -3 | 6 | -3 | 0 | 0 | 0 | -1 | -0.3 | 99
COc1cccc(N2CCN(C(=O)CCS(=O)(=O)c3ccc4c(c3)oc(=O)n4C)CC2)c1 | -8 | -2 | 3 | -1 | 6 | 2 | -1 | -1 | -2.5 | 98
COc1ccc(O)c(/C=C2/SC(=S)N(Cc3ccccc3)C2=O)c1 | 7 | -3 | 4 | -4 | -22 | 2 | 38 | 4 | -0.1 | 212
COc1ccc(N2CCN(C(=O)CN3CCN(C(c4ccccc4)c4ccccc4)CC3)CC2)cc1 | -1 | -5 | -7 | 5 | 4 | 1 | 1 | -5 | -2.2 | 96

Entries of single compounds, quoted from the list. Order of screens: PDI inh	CaV13 FRET inh	m5-HT2A agonist	MC4R antag cAMP	ABHD5 PLIN5 PPI	Glyco luc inh	Exocytosis inh	H9c2 protect	MC4R barr agon	ABCB6 inh MLPCN
Listed for Cc1ccc(S(=O)(=O)N2C[C@H]3C(=O)C[C@@H](c4ccc(Cl)cc4)N(S(=O)(=O)c4ccc(C)cc4)[C@H]3C[C@H]2c2ccccc2)cc1 → /	-5	-2	/	0	-7	-3	-1	/	98
Listed for CC(NC(=O)COC(=O)COc1ccc(C(=O)c2ccccc2)cc1)c1ccccc1 (centres undefined) → 2	-2	-3	16	1	2	-4	-1	2.0	105
